Screening data as filed in PubChem.
NTR1 agonist: agonists of NTR1, primary screen, imaging, U2OS cells, beta-arrestin-GFP, high content (AID 493036) | Neurotensin receptor type 1 (Homo sapiens), P30989 | 330,000 compounds, 0.17% hits | NTR1-U2OS beta-arrestin-GFP spot imaging, agonist mode | activation, % at 20 µM;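 active = activation at or above 40% of the spot to cytoplasm intensity ratio, with at least 20 cells analyzed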;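 note: 0% = DMSO without peptide and 100% = 100 nM NTR1 peptide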
Target sequence (P30989 whole entry, looked up): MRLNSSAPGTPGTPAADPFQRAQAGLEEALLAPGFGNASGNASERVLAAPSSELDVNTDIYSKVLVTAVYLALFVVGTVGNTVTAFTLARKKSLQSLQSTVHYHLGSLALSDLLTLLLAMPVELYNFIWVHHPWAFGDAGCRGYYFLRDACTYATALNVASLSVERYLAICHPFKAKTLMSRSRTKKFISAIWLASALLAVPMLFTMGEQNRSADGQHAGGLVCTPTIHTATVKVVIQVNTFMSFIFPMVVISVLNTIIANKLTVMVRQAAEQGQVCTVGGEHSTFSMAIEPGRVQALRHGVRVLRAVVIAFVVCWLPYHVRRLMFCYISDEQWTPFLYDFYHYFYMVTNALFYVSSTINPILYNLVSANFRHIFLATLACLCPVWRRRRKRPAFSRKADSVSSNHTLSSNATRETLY
UTI89 phage lysis: inhibition of K1F phage lysis, E. coli UTI89, bacterial capsule biogenesis inhibitors, alamar blue (AID 488966). E. coli UTI89 K1F phage lysis, alamar blue, 2 h; higher % means a stronger effect. 340,000 compounds, 0.02% hits. inhibition, % at 100 µM, or IC50 in µM where a hit was titrated;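 active = phage lysis inhibition, versus mean bacterial control, above a set limit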;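 note: capsule biogenesis inhibitors block K1F phage lysis so surviving cells raise fluorescence; higher fluorescence means more inhibition of phage lysis; actives were called in the ten point dose series up to 300 µM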
NS5 inhibitors: Dengue-2 NS5 methyltransferase inhibitors, primary screen, biochemical, confirmation dose response (AID 588689) | inhibition, % at 25 µM; hits with a dose series show IC50 in µM | Dengue-2 NS5 methyltransferase capping enzyme assay, biochemical; higher % means a stronger effect | 340,000 compounds, 0.3% hits | Genome polyprotein (Dengue virus type 2 (strain 16681-PDK53)); in the data active = a potency from the dose series
NTR1 agonist cell count 20 µM: second read-out of NTR1 agonist, no call of its own (marks repeat the call); cell count; measured here: cell count, cytotoxicity flag
NS5 inhibitors pilot replicate: further read-out of NS5 inhibitors, marked with its call; inhibition, %; measured here: pilot screen replicate inhibition
Numbers without * were called inactive; i = inactive; [ ] = another dose, or the depositor's remark. Some of the compounds tested, so the mix of outcomes need not match the whole.

SMILES | NTR1 agonist | NTR1 agonist cell count 20 µM | UTI89 phage lysis | NS5 inhibitors | others
O=C(COC(=O)Cn1cc(C(F)(F)F)ccc1=O)Nc1ccc(Br)cc1F | 1.7 | 49 | 1.1%[50 µM] | 8%
CCO[C@@H]1c2c(ccc3ccc(=O)oc23)OC(C)(C)[C@@H]1O | 0.2 | 49 | 1.5% | -6%
COCOc1ccc(-c2cc(=O)c3c(O)cc(OCOC)cc3o2)cc1 | 30 | 86 | 0.2% | -6%
COc1ccc(C(CNC(=O)c2cccn2C)N2CCOCC2)cc1 (configuration not stated) | 0.5 | 36 | 0.5%[50 µM] | -4%
O=C(CCNC(=O)c1ccccc1Cl)Nc1nc2ccc(F)cc2s1 | 0.4 | 51 | -0.3%[50 µM] | -1%
CCOCCCNCC(=O)Nc1cc(S(=O)(=O)N2CCOCC2)ccc1N1CCOCC1 | -1.8 | 45 | 0.5%[50 µM] | -1%
O=C(Cn1cnc2c(OCc3ccccc3)ncnc21)NCc1ccccc1 | 0.7 | 57 | 0.3% | -2% | NS5 inhibitors pilot replicate=-0.3
CCN(CC)S(=O)(=O)c1cccc(NC(=O)C2CC(=O)N(c3ccc4c(c3)OCCO4)C2)c1 (configuration not stated) | 0.3 | 65 | 0.9%[50 µM] | -1%
COc1ccc(NC(=O)Nc2ccc3c(c2)C(=O)N([C@@H](C)CO)C[C@@H](C)[C@@H](CN(C)CC2CCCCC2)O3)cc1 | 2.8 | 53 | 0.6% | -20%
CCN(CC)c1ccc(C(=O)NNC(=O)CN2C(=O)NC(C)(c3ccccc3)C2=O)cc1 (configuration not stated) | 1.9 | 58 | 0.1%[50 µM] | -4%
COc1cc(OC)cc(-c2c(-c3cccs3)c3cc(-c4ccc(OC)c(F)c4)ccc3n2C)c1 | 1.8 | 66 | -0.3% | 0%
COCCCNC(=O)CC1C[C@H](C(=O)N2CCOCC2)[C@@]2(C)c3[nH]c4ccccc4c3CCN2C1=O (some centres not stated) | 4.3 | 57 | 0.3% | 1% | NS5 inhibitors pilot replicate=2.1
O=C(CSc1nnc2ccc(-c3ccccn3)nn12)NCCc1ccccc1 | 0.2 | 47 | 0.0%[50 µM] | 4%
COc1cc2c(cc1OC)CN(C(=O)c1ccc(N3CCCC3)c([N+](=O)[O-])c1)CC2 | 2.3 | 64 | 6.1% | 1%
O=C(COC(=O)CCOc1ccccc1)NCCc1ccccc1 | -1.2 | 64 | 0.8%[50 µM] | 8%
N#Cc1ccccc1OCC(=O)NNC(=O)c1ccncc1 | 0.5 | 87 | 1.4%[50 µM] | 10%
CCCNC(=O)c1ccccc1NC(=O)c1cccc(-n2cnnn2)c1 | 1.9 | 59 | 0.8%[50 µM] | -11%
Cc1ccc(N(C)S(=O)(=O)c2cccc(C(=O)NCC(c3ccco3)N3CCCC3)c2)cc1 (configuration not stated) | 0.6 | 57 | 0.1%[50 µM] | 2%
O=C1C[C@H](NC(=O)OCc2ccccc2)CO1 | 3.6 | 52 | 0.5%[50 µM] | -4%
O=C(CSc1nc(C(F)(F)F)cc(=O)[nH]1)N1CCC(Cc2ccccc2)CC1 | 1.7 | 60 | -1.4%[50 µM] | 3%
CCCCn1c(N)c(N(CCOC)C(=O)C(C)Oc2ccc(Cl)cc2)c(=O)[nH]c1=O (configuration not stated) | -0.7 | 76 | 0.8%[50 µM] | 7%
Cc1noc(C)c1S(=O)(=O)N(C)C[C@H]1Oc2c(NS(=O)(=O)c3cn(C)cn3)cccc2C(=O)N([C@H](C)CO)C[C@@H]1C | -2.0 | 62 | 0.2% | -4% | NS5 inhibitors pilot replicate=-6.4
COc1ccc(NC(=O)CSCC(=O)N(C)Cc2cccc(OC)c2OC)cc1 | 0.7 | 64 | 0.5%[50 µM] | 4%
Cc1ccc(Cl)c(OCC(=O)OCC(=O)c2ccc[nH]2)c1 | -0.6 | 40 | 0.7%[50 µM] | -1%
Cc1ccccc1S(=O)(=O)N1[C@@H](c2ccccc2)C(C(=O)O)=CC[C@H]1c1ccc(Cl)cc1 | 15 | 92 | -3.2% | 13%
COc1cc(C=O)ccc1Oc1ccc(S(=O)(=O)N2CCOCC2)cc1[N+](=O)[O-] | 0.9 | 55 | 3.1% | -14%
COc1ccc(NC(=O)CN(C)C(=O)c2cccc(S(=O)(=O)N3CCN(c4ccccc4)CC3)c2)cc1 | -0.1 | 51 | 0.7%[50 µM] | 4%
CCCNC(=O)C(Cc1ccccc1)NC(=O)c1ccccn1 (configuration not stated) | -1.1 | 45 | 0.4% | -7%
COc1ccc(C(CNC(=O)c2nn(-c3ccccc3)c(=O)c3ccccc23)N2CCOCC2)cc1 (configuration not stated) | 0.7 | 59 | 0.6%[50 µM] | -14%
COc1ccc(NC(=O)C2CC(=O)N(Cc3ccco3)C2)cc1Cl (configuration not stated) | 1.1 | 81 | 0.9%[50 µM] | -8%
O=C(COC(=O)C1CC1)NCc1ccc(Cl)cc1Cl | -0.3 | 57 | 0.9%[50 µM] | 1%
CCc1noc(C)c1C(=O)Nc1cc(S(=O)(=O)N2CCOCC2)ccc1N1CCN(CC)CC1 | 0.2 | 59 | 1.5%[50 µM] | -4%
COc1ccc(F)cc1S(=O)(=O)N1CCC2(CC1)OCCN2S(=O)(=O)c1cccs1 | -0.7 | 63 | 0.2%[50 µM] | -1%
OC[C@@H]1[C@@H](c2ccc(Cl)cc2)C(c2ccccc2)=NN1c1ccccc1 | 11 | 60 | 0.1% | -2% | NS5 inhibitors pilot replicate=-0.3
O=C(CSc1nc2ccccc2s1)NC(=O)NCc1ccco1 | -0.5 | 66 | 2.4% | -2%
CCN(CC(=O)Nc1cc(S(=O)(=O)N2CCOCC2)ccc1C)Cc1ccccc1 | 1.0 | 60 | -1.6% | -10%
COc1cccc(NC(=O)COC(=O)C2CC2)c1 | -2.0 | 59 | -0.1%[50 µM] | -2%
COc1cccc(N2[C@@H](CC(=O)O)c3cc(C(F)(F)F)ccc3S2(=O)=O)c1 | -0.8 | 48 | 0.7% | 5%
CCOC(=O)C1=C(COC(=O)/C=C/c2ccc(OCC)c(OC)c2)NC(=O)NC1C (configuration not stated) | -0.4 | 46 | 0.8%[50 µM] | 0%
C=CC[C@@H](CC(=O)OC(C)(C)C)C(=O)OC[C@@H]1CCCN1C(=O)[C@@H](CC=C)CC(=O)N[C@H](CO)Cc1ccccc1 | 6.1 | 64 | -1.1% | 2%
Cc1ccc(CN(C)C(=O)CN2C(=O)NC3(CCCc4ccccc43)C2=O)c(C)c1 (configuration not stated) | 6.3 | 58 | 0.1%[50 µM] | 4%
COc1ccc(NS(=O)(=O)c2cc(NC(=O)CCNC(C)=O)ccc2N2CCCCC2)cc1 | -0.7 | 48 | -0.2% | 6%
O=C(CCNC(=O)c1ccccc1)NCCCc1ccccc1 | -1.8 | 69 | -0.1% | -1%
COc1cc(NC(=O)CN2C(=O)C(=O)N(CC(C)C)C2=O)cc(OC)c1 | 0.1 | 54 | 1.4%[50 µM] | -1%
CC(C)c1ccccc1NC(=S)NC(=O)C1CCCCC1 | 3.1 | 59 | -0.2%[50 µM] | -5%
CCOc1cc(C(=O)N(C)CC(=O)Nc2cccc(F)c2)ccc1OCC(=O)N1CCCCC1 | 0.2 | 55 | 1.2%[50 µM] | -2%
Cc1cc(=O)oc2cc(NC(=O)COc3ccccc3[N+](=O)[O-])ccc12 | 0.9 | 46 | 0.4%[50 µM] | 2%
CCOc1ccccc1NC(=O)CC1(CC(=O)N2CCOCC2)CCCC1 | 5.0 | 47 | 0.6%[50 µM] | 4%
O=C(Nc1ccc(N2CCN(C(=O)c3cccs3)CC2)cc1)c1ccc(Br)o1 | 0.1 | 68 | 0.3%[50 µM] | -4%
COc1ccc(OCCCC(=O)OCC(=O)Nc2ncc(Cl)cc2Cl)cc1 | -1.5 | 48 | 0.6%[50 µM] | 2%
COCCN(C(=O)COC(=O)Cc1coc2cc3c(cc12)CCC3)c1c(N)n(Cc2ccccc2)c(=O)[nH]c1=O | -0.2 | 55 | -0.4%[50 µM] | -4%
CCN(C[C@H]1N[C@@](CC)(C(=O)OC)[C@H]2C(=O)N(Cc3ccccc3)C(=O)[C@@H]12)C(=O)c1ccc(C(C)(C)C)cc1 | 4.0 | 63 | 0.2% | -2% | NS5 inhibitors pilot replicate=-4.2
O=C1N=C(O)CN1/N=C/c1ccc(-c2ccc([N+](=O)[O-])cc2)o1 | -1.8 | 47 | i | -1%
O=C(CCC(=O)c1ccccc1)NCc1cccc(C(F)(F)F)c1 | -0.4 | 56 | -0.1%[50 µM] | -5%
CCCCCCSc1ccc(-c2nc3ccccn3c2NCCCC)cc1 | 18 | 66 | -0.7% | -13%
COc1ccc(NS(=O)(=O)c2ccc(C(=O)N(C)Cc3cccs3)cc2)cc1 | 0.9 | 65 | -0.3%[50 µM] | -4%
O=C(COC(=O)C1CCCC1)Nc1cccc(Cl)c1Cl | 1.0 | 67 | -1.5% | 3%
CC(=O)Nc1cccc(C(=O)OC(C)C(=O)NCc2ccc3c(c2)OCO3)c1 (configuration not stated) | 0.4 | 64 | 1.1%[50 µM] | -7%
CN(C)C(=O)CCc1ccc2c3c([nH]c2c1)[C@]1(CCC2CCCC2)[C@@H](C(=O)N2CCOCC2)C[C@H](CC(=O)NCCCn2ccnc2)C(=O)N1CC3 | -0.2 | 65 | 0.1% | -1% | NS5 inhibitors pilot replicate=2.1
CCSc1nnc(SCC(=O)c2c(N)n(C)c(=O)n(C)c2=O)s1 | 4.4 | 45 | 1.2%[50 µM] | -10%
Next results follow.
SMILES | NTR1 agonist | NTR1 agonist cell count 20 µM | UTI89 phage lysis | NS5 inhibitors | others
O=C(COC(=O)Cc1ccc(F)cc1)NC(=O)NC1CCCC1 | -2.8 | 37 | 0.6%[50 µM] | -1%
O=C(COC(=O)c1cccc(S(=O)(=O)NCc2ccccc2)c1)NC1CC1 | -0.5 | 59 | 0.6%[50 µM] | -1%
COc1ccc(-c2csc(NC(=O)[C@H](C)N3C(=O)C4CC=CCC4C3=O)n2)cc1OC (some centres not stated) | 5.4 | 62 | 0.4%[50 µM] | -4%
CCC1Nc2ncnc(N3CCN(c4ccccc4)CC3)c2N(Cc2ccc(C)cc2)C1=O (configuration not stated) | 3.0 | 63 | 1.2% | -14%
CN(Cc1ccccc1)C(=O)c1ccc(NC(=O)Cc2ccc([N+](=O)[O-])cc2)cc1 | -2.6 | 69 | -0.6% | -6%
CCOC(=O)c1sc(NC(=O)CN2C(=O)C3CC=CCC3C2=O)nc1C (configuration not stated) | 2.5 | 56 | 0.8%[50 µM] | -7%
COc1ncnc2c1ncn2CC1COC(C)(C)O1 (configuration not stated) | 0.8 | 50 | 0.2% | -2%
CCOC(=O)N1CCN(C(=O)CSC2=NS(=O)(=O)c3cc(F)ccc3N2)CC1 | 0.9 | 57 | 1.3%[50 µM] | -3%
COc1ccc2nc(C)cc(N/N=C/c3ccccc3)c2c1 | -0.2 | 12 | 3.3%[50 µM] | -4%
CCOC(=O)C1=C(C)N(CCCC(=O)O)C(=O)NC1c1ccccc1OS(=O)(=O)c1ccccc1[N+](=O)[O-] (configuration not stated) | 5.0 | 79 | 0.8% | 2%
Nc1nc(SCC(=O)Nc2ccc(Cl)c([N+](=O)[O-])c2)n[nH]1 | -0.2 | 62 | 0.7%[50 µM] | 5%
O=C(Nc1cccc(-c2ccc(N3CCOCC3)nn2)c1)c1ccc(Cl)cc1 | 3.2 | 58 | 0.8%[50 µM] | -1%

Grouped by structure, the entries above with fluorine (10)
SMILES | NTR1 agonist | NTR1 agonist cell count 20 µM | UTI89 phage lysis | NS5 inhibitors | others
O=C(COC(=O)Cn1cc(C(F)(F)F)ccc1=O)Nc1ccc(Br)cc1F | 1.7 | 49 | 1.1%[50 µM] | 8%
O=C(CCNC(=O)c1ccccc1Cl)Nc1nc2ccc(F)cc2s1 | 0.4 | 51 | -0.3%[50 µM] | -1%
COc1cc(OC)cc(-c2c(-c3cccs3)c3cc(-c4ccc(OC)c(F)c4)ccc3n2C)c1 | 1.8 | 66 | -0.3% | 0%
O=C(CSc1nc(C(F)(F)F)cc(=O)[nH]1)N1CCC(Cc2ccccc2)CC1 | 1.7 | 60 | -1.4%[50 µM] | 3%
COc1ccc(F)cc1S(=O)(=O)N1CCC2(CC1)OCCN2S(=O)(=O)c1cccs1 | -0.7 | 63 | 0.2%[50 µM] | -1%
COc1cccc(N2[C@@H](CC(=O)O)c3cc(C(F)(F)F)ccc3S2(=O)=O)c1 | -0.8 | 48 | 0.7% | 5%
CCOc1cc(C(=O)N(C)CC(=O)Nc2cccc(F)c2)ccc1OCC(=O)N1CCCCC1 | 0.2 | 55 | 1.2%[50 µM] | -2%
O=C(CCC(=O)c1ccccc1)NCc1cccc(C(F)(F)F)c1 | -0.4 | 56 | -0.1%[50 µM] | -5%
O=C(COC(=O)Cc1ccc(F)cc1)NC(=O)NC1CCCC1 | -2.8 | 37 | 0.6%[50 µM] | -1%
CCOC(=O)N1CCN(C(=O)CSC2=NS(=O)(=O)c3cc(F)ccc3N2)CC1 | 0.9 | 57 | 1.3%[50 µM] | -3%
